# APEX1 inh – APE1 (human) endonuclease inhibition; P27695; 350,000 compounds, 0.35% hits; Potency, µM (titrated, usually from 65.8 µM), for the others: at the top dose activity change, negative = inhibition, actives largely listed as inhibitors; AID 2517; recombinant APE1, TAMRA/BHQ-2 abasic DNA cleavage fluorescence;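 also: potency is read from the fitted curve at half-maximal effect; plate controls were vehicle for no effect and reference inhibitor for full effect; nearly all actives have a fitted effect of over 55% in size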
#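 APE1 at 0.75 nM final was preincubated with compound 15 min at room temperature, then 50 nM double-stranded THF abasic-site substrate (5'-TAMRA/3'-BHQ-2) was added. Fluorescence (ex 525/em 598 nm) was read kinetically; third-minus-first read gave activity.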
# POLH inh – blocks human DNA polymerase eta activity | recombinant Pol eta, fluorescent DNA replication assay | Potency, µM (titrated, usually from 114 µM), for the others: at the highest dose activity change, negative = inhibition, hits mostly inhibitors | 390,000 compounds, 1.2% hits | AID 588591; also: potency is read from the fitted curve at half-maximal effect; % is scaled to controls: 0 for no effect and ±100 for the full control effect
# Target sequence (Q9Y253 whole entry, looked up): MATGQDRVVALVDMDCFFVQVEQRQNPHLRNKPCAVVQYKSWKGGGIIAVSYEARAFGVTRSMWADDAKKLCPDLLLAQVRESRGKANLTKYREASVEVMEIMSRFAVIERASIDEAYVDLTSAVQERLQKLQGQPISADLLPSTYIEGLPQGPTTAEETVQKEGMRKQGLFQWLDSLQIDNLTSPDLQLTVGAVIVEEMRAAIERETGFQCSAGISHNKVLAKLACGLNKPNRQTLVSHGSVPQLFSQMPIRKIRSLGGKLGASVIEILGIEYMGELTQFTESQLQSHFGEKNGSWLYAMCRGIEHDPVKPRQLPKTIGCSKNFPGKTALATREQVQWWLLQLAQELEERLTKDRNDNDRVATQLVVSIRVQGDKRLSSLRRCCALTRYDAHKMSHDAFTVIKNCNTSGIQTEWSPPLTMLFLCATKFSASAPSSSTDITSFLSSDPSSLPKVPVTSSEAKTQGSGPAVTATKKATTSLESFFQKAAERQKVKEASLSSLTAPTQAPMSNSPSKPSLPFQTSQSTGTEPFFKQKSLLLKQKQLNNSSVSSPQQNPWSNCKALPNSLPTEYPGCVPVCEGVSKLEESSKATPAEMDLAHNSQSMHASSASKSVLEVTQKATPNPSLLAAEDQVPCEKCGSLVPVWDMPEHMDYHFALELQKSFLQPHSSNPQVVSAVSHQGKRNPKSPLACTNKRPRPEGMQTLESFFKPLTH
#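 Pol eta (10 nM) was preincubated with compounds for 15 min at room temperature, after which fluorescent replication substrate (50 nM final) was added to start the reaction. Fluorescence was read kinetically at 0 and 10 min.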
# Pol iota inh – inhibitors of human DNA polymerase iota. Q9UNA4. Pol iota fluorescent replication assay, 10 min. Potency, µM (doses to about 115 µM), for the others: at the highest dose activity, negative = inhibition, usual class: inhibitors. 390,000 compounds, 1% hits. AID 588590; also: potency is read from the fitted curve at half-maximal effect
#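 Fluorescent replication assay read twice, at 0 min and 10 min after adding 50 nM (final) substrate. Enzyme (10 nM) and compounds were first incubated 15 min at room temperature; enzyme-free buffer wells were negative controls.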
# Anesthetic bind – candidate novel general anesthetic via apoferritin binding; P02791; apoferritin/1-aminoanthracene competitive binding, fluorescence; Potency, µM (top dose mostly 77.5 µM), without a hit: at the highest dose activity change, negative = displacement, usual class: inhibitors; 350,000 compounds, 0.074% hits; AID 485281; also: potency is read from the fitted curve at half-maximal effect; % is scaled to controls: 0 for no effect and ±100 for the full control effect; nearly all actives have a fitted effect of over 20% in size
# Target sequence (P02791 2-175 limits assumed): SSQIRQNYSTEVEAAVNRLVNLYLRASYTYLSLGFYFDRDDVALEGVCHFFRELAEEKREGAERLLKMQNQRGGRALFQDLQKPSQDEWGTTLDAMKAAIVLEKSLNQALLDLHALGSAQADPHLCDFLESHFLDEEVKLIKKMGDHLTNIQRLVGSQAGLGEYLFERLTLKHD
#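 In PBS, apoferritin at 10 uM is loaded with 1-AMA from a 50% saturated solution. After 10 min of compound exposure at ambient temperature, reduced 535 nm fluorescence indicates probe displacement.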
# BLM inh – blocks DNA unwinding by human BLM helicase. P54132. recombinant BLM DNA unwinding, fluorescence dequenching. Potency, µM (series often up to 56.1 µM), inactives show top-dose activity change, negative = inhibition, hits mostly inhibitors. 350,000 compounds, 0.2% hits;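 also: potency is read from the fitted curve at half-maximal effect; plate controls were vehicle for no effect and no enzyme for full effect; nearly all actives have a fitted effect of over 35% in size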
# Tb PGK inh – blocks T. brucei phosphoglycerate kinase. P07378. PGK/GAPDH coupled, Kinase-Glo luminescence, 60 min. Potency, µM (doses to about 57.5 µM), for inactives: at the top dose activity change, negative = inhibition, most hits filed as inhibitors. 380,000 compounds, 0.043% hits; also: potency is read from the fitted curve at half-maximal effect; % is scaled to controls: 0 for no effect and ±100 for the full control effect; nearly all actives have a fitted effect of over 60% in size
#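 Recombinant glycosomal PGK reaction used 1,3-bisphosphoglycerate generated in-well by GAPDH (100nM final) in 100mM TEA pH 7.6, 5mM MgCl2, 0.01% Tween-20. After 60 minutes at room temperature, ATP was read by Kinase-Glo Plus luminescence end-point.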
# POLB inh – blocks human DNA polymerase beta activity; Pol beta primer extension/strand displacement, fluorescence kinetic; P06746; Potency, µM (titrated, usually from 114 µM), for the others: top-dose activity change, negative = inhibition, usual class: inhibitors; AID 485314; 340,000 compounds, 1.3% hits; also: potency is read from the fitted curve at half-maximal effect; % is scaled to controls: 0 for no effect and ±100 for the full control effect
#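 Human Pol beta at 10 nM; strand-displacement substrate 50 nM final. Compound exposure 15 min at room temperature before start, reaction 10 min at room temperature.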
# RXFP1 antag – blocks the human relaxin receptor RXFP1 | activity change, negative = inhibition, % at 57.5 µM | 350,000 compounds, 0.59% hits | HEK293-RXFP1, relaxin-stimulated cAMP HTRF, 30 min; active compounds read low | AID 1259400;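 active = activity change of -60% or lower, but not beyond a set lower limit; inconclusive = change between -60% and -40%, or beyond the set limit; inactive = change above -40%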; also: % is scaled to controls: 0 for no effect and ±100 for the full control effect
# Pol kappa inh – blocks human DNA polymerase kappa activity; 400,000 compounds, 0.53% hits; purified Pol kappa, fluorescent DNA synthesis assay, 10 min; Potency, µM (series often up to 107 µM), for inactives: top-dose activity, negative = inhibition, most hits filed as inhibitors; also: potency is read from the fitted curve at half-maximal effect; % is scaled to controls: 0 for no effect and ±100 for the full control effect
#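 10 nM Pol kappa preincubated 15 min at room temperature with compounds, then reaction started with substrate at 50 nM final. Fluorescence read kinetically at 0 and 10 min; buffer-only wells served as negative control.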
# The depositor's hits bear a star; i = inactive; u = inconclusive; x = not tested or not shown; & = joins results of further samples; [ ] = remark or other dose. Unless noted, calls follow the shape of the dose curve; as a rule, active = well fitted curve in the direction sought with a large enough effect; inconclusive = small, poorly fitted or top-dose-only effect, or another doubt; inactive = no such curve, though single readings can be large; an effect the other way counts as inactive or inconclusive. This is a subset, so the mix of outcomes need not match the whole.
canonical_smiles,APEX1 inh,POLH inh,Pol iota inh,Anesthetic bind,BLM inh,Tb PGK inh,POLB inh,RXFP1 antag,Pol kappa inh
COc1ccc(-c2nc(CS(=O)CC(=O)N3CCc4ccccc4C3)c(C)o2)cc1 (stereo not given),-2.8%,-12.8%,17.3%,-17.2%,-5.5%,-4.7%,12.2%,-4.1,-3.4%
Cc1nnc(N=c2ssnc2Cl)o1,-6.0%,1.5%,u,x,x,1.5%,x,x,-23.3%
COc1ccc(-n2c(CCc3ccccc3)n[nH]c2=S)cc1,8.8%,-8.1%,-4.8%,-11.5%,-4.9%,-2.8%,20.1%,-2.5,-7.7%
CCC(CO)Nc1ncc([N+](=O)[O-])cc1C#N (stereo not given),0.3%,-5.0%,23.1%,-8.6%,0.3%,-14.4%,-1.7%,-4.0,-8.7%
CCOc1ccc(S(=O)(=O)N(CC)CC(=O)N2CCCC2)cc1C,6.7%,-15.5%,120.0%[activator],-11.8%,-3.0%,i,0.1%,-14.3,3.6%
Oc1cccc(/C=N/N2CCN(C3c4ccccc4-c4ccccc43)CC2)c1,-7.7%,-19.1%,38.9%[activator],-14.0%,-10.6%,-9.9%,-5.0%,-29.8,-16.2%
Nc1ccc(S(=O)(=O)Nc2nc(-c3ccccc3)cc(-c3ccccc3)n2)cc1,13.6%,-15.8%,-18.4%,-6.2%,-4.2%,-9.5%,10.0%,-34.7,-11.3%
CC(=O)C1=C(N2CCCCC2)CCC1=O,5.1%,-19.4%,-9.9%,7.9%,0.6%,i,3.8%,-7.8,-12.3%
O=C(CN1C(=O)S/C(=C\c2ccccc2F)C1=O)Nc1ccccc1O,21.5%,-12.0%,u,-18.5%,-14.3%,-0.5%,0.9%,-13.9,-23.2%
CN(C)/C=N/c1nc2nccc(-c3cccnc3)n2n1,2.6%,-13.8%,107.6%[activator],165.9%[activator],-0.3%,-5.3%,15.3%,-10.0,-0.2%
CC1=C(C)CC(C(=O)NCc2ccc3c(c2)OCO3)C(C(=O)O)C1 (stereo not given),0.5%,-4.4%,5.2%[58.9 µM],1.7%,3.1%,-6.5%,-0.1%,41.1,-7.1%
CCOC(=O)[C@@H]1[C@H]2COc3ccc(Br)cc3[C@@H]2N2C(=O)N(c3ccc(C(F)(F)F)cc3)C(=O)[C@]12C,-1.3%,-25.2%,11.8%,-7.7%,-9.6%,-2.6%,3.7%,x,-25.8%
OCCN(CCO)c1ccc(C(c2ccc(Cl)cc2)c2ccc(N(CCO)CCO)cc2Cl)c(Cl)c1,1.6%,-10.1%,1.6%,u,-24.3%,i,-0.5%,x,-9.5%
CC(C)(C)c1onc(OCP(=O)(O)O)c1CC(N)C(=O)O (stereo not given),19.0%,-4.2%[57.1 µM],-7.7%[58.9 µM],x,x,x,5.7%[57.1 µM],x,-10.9%&-5.9%[60.1 µM]
Cc1ccc(CN2CCN(C(=O)C3CCCO3)CC2)cc1 (stereo not given),0.0%,-10.1%,92.7%[activator],-5.1%,-1.4%,-4.7%,-9.2%,12.2,-3.6%
CC(=O)NC(c1ccco1)c1cc(Cl)c2ccc(Cl)nc2c1O (stereo not given),5.9%&10.4%,-1.8%,54.6%[activator],x,x,-4.3%,x,x,2.0%
Cc1cccc(NC(=O)CCS(=O)(=O)c2ccc3c(c2)NC(=O)CS3)n1,55.4%[activator],-15.8%,u,-8.4%,0.7%,-10.0%,-21.0%,-0.5,-3.9%
Cc1nc(-c2ccccc2)sc1CCNC(=O)C(=O)Nc1ccc2c(c1)OCCO2,x,-9.5%,-0.6%,u,-2.3%,-0.6%,-1.8%,x,-1.0%[60.1 µM]
COc1ccc(NC2CCCN(C(=O)CN3CCOC3=O)C2)cc1OC (stereo not given),25.2%,9.1%,40.2%[activator],3.6%,-6.5%,-2.9%,32.9%,0.3,-8.5%
CCOC(=O)C(Sc1nnc(-c2ccncc2)o1)C(C)=O (stereo not given),4.4%,-5.3%,5.1%,3.8%,1.5%,-8.6%,u,14.7,0.5%
CC(=O)Nc1ccc(S(=O)(=O)NCCCN2CCN(Cc3ccccc3)CC2)cc1Cl,-1.9%,-18.9%,92.6%[activator],0.0%,4.0%,-4.8%,3.1%,9.5,0.2%
Cc1cccc(CNc2ncnc3ccc(-c4ccoc4)cc23)c1,-9.4%&13.8%&6.7%,-10.9%,-9.6%,55.9%[activator],-2.6%,-1.0%,x,x,4.4%
COc1ccccc1C(=O)C1CCCN(Cc2ccc(Oc3ncccn3)cc2)C1 (stereo not given),21.8%,-16.2%,3.6%,-8.7%,-0.7%,-1.8%,1.2%,-7.7,-20.8%
COc1cccc(-n2nnc3c(=O)n(CC(=O)NCC4CCCO4)cnc32)c1 (stereo not given),7.7%,-10.0%,20.8%,6.1%,-1.8%,-3.2%,0.1%,12.9,4.6%
O=C(CCCc1ccccc1)Nc1nncs1,0.9%,-16.0%,1.3%,-2.5%,-9.5%,i,1.4%,-5.6,1.3%
CC(Oc1ccccc1)C(=O)Nc1nnc(C2CCCCC2)s1 (stereo not given),16.3%,-14.9%,6.1%,u,-0.1%,-5.3%,40.1%,u,-5.0%
O=S(=O)(c1ccc(-c2ccon2)s1)N1CCCC1,-2.3%,-16.4%,45.0%[activator],-11.3%,-3.6%,4.6%,4.7%,-12.7,2.3%
O=C(Nc1ccc(F)cc1)c1nc[nH]c1C(=O)Nc1ccc([N+](=O)[O-])cc1,u,-4.2%,33.8%,-8.7%,-10.4%,-4.2%,40.4%,-4.6,-4.7%
COc1cccc(NC(=O)N2CCCC2C(=O)NC23CC4CC(CC(C4)C2)C3)c1 (stereo not given),5.4%,-27.2%,142.9%[activator],-4.8%,-7.7%,-7.7%,24.3%,6.7,-1.2%
O=C(Nc1ccc(Cl)cc1)C1C2CCCCC21 (stereo not given),-8.9%,0.8%,8.3%,-5.8%,3.2%,-0.1%,-1.0%,0.0,8.7%
O=C(c1ccc(S(=O)(=O)N2CCCCCC2)cc1)N1CCN(c2ccccc2F)CC1,x,-14.3%,18.9%,x,x,-5.8%,x,-9.4,3.5%
CCCN1CCN(CCCNC(=O)c2cc3c(=O)[nH]c4ccc(C)cc4c3s2)CC1,1.6%,13.6%,39.6%[activator],-15.5%,274.4%[activator],16.2%,2.2%,-9.4,-4.0%
CC(/C=N/Nc1nncc(=O)[nH]1)=C\c1ccccc1,0.7%,-3.5%,200.9%[activator],-0.4%,-0.2%,-9.8%,-9.1%,2.9,-9.4%
COc1ccc(-c2cc(C(=O)NN3CCOCC3)c3ccccc3n2)cc1OC,10.0%,2.5%,-17.6%,-3.9%,1.9%,-9.9%,-17.0%,-7.6,-4.9%
CCOc1ccc(NC(=O)CN(C)C(=O)c2ccccc2SCc2c(C)noc2C)cc1OCC,30.3%,-12.6%,26.4%,x,x,-4.0%,x,-2.7,2.4%
Cc1cccc(-n2ncc3c(NNC(=O)c4ccco4)ncnc32)c1,4.5%,-18.8%,10.3%,-2.3%,0.9%,-2.3%,47.5%,-10.3,-7.2%
COC(=O)C1CCCN1C(=O)c1cccs1 (stereo not given),1.9%,-12.8%,-0.8%,3.8%,-2.2%,-1.1%,4.0%,-2.3,-25.3%
CCOC(=O)[C@@H]1[C@H]2COc3ccccc3[C@H]2N2C(=O)N(c3cccc(C)c3)C(=O)[C@]12C,-4.1%,-7.8%,1.2%,x,x,-7.3%,x,x,-5.8%
O=C(c1ccccc1Br)N(Cc1ccco1)Cc1ccco1,x,-15.7%,-6.5%,-23.9%,1.7%,5.6%,47.0%,15.0,u
O=c1oc2ccccc2c(Nc2cccc(O)c2)c1[N+](=O)[O-],-2.4%,-2.5%,24.3%,u,-3.9%,4.8%,-2.1%,14.7,-5.8%
Cc1ccc(C)c(SCC(=O)N(C)C2CCS(=O)(=O)C2)c1 (stereo not given),12.7%,-9.8%,1.5%,x,x,-6.2%,x,-6.5,-5.6%
O=c1[nH]cnc2c1ncn2Cc1ccc([N+](=O)[O-])cc1,4.0%,-3.7%,96.7%[activator],3.5%,-2.2%,1.5%,-29.5%,-22.9,-14.1%
Cc1cc2n(n1)CCCN2C(=O)Nc1cccc(C)c1C,x,-14.2%,2.7%,-0.7%,-0.1%,1.5%,3.3%,-10.3,-8.1%
CCC(C)N(C(=O)Cn1nnc(-c2ccc(F)cc2)n1)C1CCS(=O)(=O)C1 (stereo not given),0.0%,-5.1%,18.1%,-4.2%,-7.5%,-4.3%,-1.1%,8.5,-9.5%
COc1ccc(-c2c(C#N)c(SCC(=O)Nc3ccc(C)c(C)c3)nc(C)c2C(=O)Nc2ccccc2)cc1OC,x,-24.1%,21.7%,-7.0%,-10.6%,-9.8%,-27.0%,x,-0.4%
O=C(NCc1ccc(F)cc1)c1cccnc1C(=O)O,12.7%,-9.8%,29.4%,1.5%,-2.3%,i,23.7%,-1.7,-5.1%
O=C(Nc1cccnc1)c1cc2nc(C3CC3)cc(C(F)(F)F)n2n1,-3.9%,u,24.8%,5.0%,0.0%,i,-8.0%,-4.6,-16.0%
CC1(C)CC(=O)C(N=Nc2ccc(S(=O)(=O)N3CCCCCC3)cc2)=C(O)C1,3.3%,-15.3%,9.9%,-6.5%,-1.6%,-4.4%,-1.5%,-14.1,-7.3%
Cn1c(C(=O)NCc2cccs2)cc2oc3ccccc3c21,-3.0%,-1.4%,0.3%,2.5%,0.6%,-4.5%,-13.9%,-9.0,-17.1%
Cc1nnc(NC(=O)C(C)Sc2nnc(-c3ccco3)n2C(C)C)s1 (stereo not given),44.1%,-18.5%,-4.6%,u,-2.0%,-6.6%,0.9%,-2.4,-8.3%

# Screens: PubChem BioAssay, National Center for Advancing Translational Sciences (NCATS)
